From PubChem
E-sel TNF inh – TNF alpha driven E-selectin expression inhibition. AID 1246. 120,000 tested, 0.71% active. HUVEC TNFa-induced E-selectin immunofluorescence, high content. inhibition, % at 2 µM;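 active = inhibition above the batch mean plus 3 SD, and confirmed as a hit on visual image review, cut at about 43% in these data; inconclusive = passes the inhibition cutoff but fails visual image review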;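 also: 0% = TNF-stimulated DMSO wells and 100% = unstimulated control wells; not every result past the cut was called active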
BB579 growth dn – reduces growth of yeast BB579 in restrictive medium; 140,000 tested, 0.51% active; AID 804; inhibition, % at 10 µM; S. cerevisiae BB579 growth, OD615, 48 h;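 active = inhibition above a set limit, 3 SD over the mean compound inhibition, cut at about 44% in these data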; also: inactives centre near -24
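Material: Saccharomyces cerevisiae DeaD strain BB579, replicative lifespan model yeast; buffer or medium: CSMM-D restrictive synthetic medium containing dextrose (glucose); compound: 10 µM single dose, DMSO 0.25%; timing: 48 h compound exposure at 30 °C after 4 h preincubation; signal: turbidity as optical density at 615 nm; benchmarks: positive control amphotericin B 10 µg/mL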
Measles CPE – protection of cells from measles virus | Measles virus-infected cells, CPE protection, absorbance | protection (pct of control), % at 4 µM | 140,000 tested, 1.5% active | AID 841; in the data active = protection mostly above about 24%, no sharp cut-off; inactive = mostly below about 26%; also: some compounds called inactive have numbers as strong as hits
MRP-1 activ – activates MRP-1. H69AR cells + doxorubicin, viability rescue, CellTiter-Glo. viability increase, % at 10 µM. 140,000 tested, 0.61% active. AID 799;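 active = viability gain under doxorubicin at or above a set limit, the compound median plus 3 SD, cut at about 4.7% in these data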;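 also: MRP-1 overexpressing cells given doxorubicin 25 µM after compound pretreatment; 18-22 h compound pretreatment then 72 h with doxorubicin before readout; 0% = doxorubicin-only wells and 100% = vehicle-treated cells without doxorubicin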
Phagocyt inh – inhibitors of macrophage phagocytosis. J774A.1 macrophage IgG-bead phagocytosis, imaging. 110,000 tested, 0.07% active. inhibition, % at 5 µM;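 active = inhibition above the mean of the plate negative controls plus 5 SD, cut at about 13% in these data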;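 also: phagocytic index as fraction of beads internalized from green versus red external bead signal; plate controls were DMSO negative control for no effect and cytochalasin-D positive control for full effect; some results beyond the cut were filed as inactive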
NPY Y2 blocker – blocks the human neuropeptide Y Y2 receptor; 140,000 tested, 0.99% active; NPY-Y2 expressing cells, antagonist mode; P49146; AID 793; inhibition, % at 2.7 µM; in the data active = inhibition above about 17%;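 also: 0% = vehicle with agonist challenge and 100% = reference antagonist with challenge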
Target sequence (P49146 whole entry, looked up): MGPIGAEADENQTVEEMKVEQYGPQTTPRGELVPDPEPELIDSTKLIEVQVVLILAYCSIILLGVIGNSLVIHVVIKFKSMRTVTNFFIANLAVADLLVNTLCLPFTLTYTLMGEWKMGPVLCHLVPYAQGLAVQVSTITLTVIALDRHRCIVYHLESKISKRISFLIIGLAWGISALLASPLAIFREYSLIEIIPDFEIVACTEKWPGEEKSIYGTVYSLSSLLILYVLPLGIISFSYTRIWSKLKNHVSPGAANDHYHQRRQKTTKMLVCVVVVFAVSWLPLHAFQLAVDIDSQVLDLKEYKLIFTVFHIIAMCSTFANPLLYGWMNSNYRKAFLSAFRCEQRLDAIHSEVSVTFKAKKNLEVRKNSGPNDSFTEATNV
Yeast lifespan up – yeast lifespan extension | S. cerevisiae growth with nicotinamide, OD615; deaD strain in restrictive glucose medium | inhibition of the nicotinamide effect, % at 10 µM | 130,000 tested, 0.68% active | AID 775;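 active = inhibition above a set limit, placed 3 SD over the median of all compounds, cut at about 26% in these data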;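 also: 0% = nicotinamide-treated wells and 100% = cells grown without nicotinamide; some compounds called inactive have numbers as strong as hits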
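Assay system: DeaD-strain S. cerevisiae. Medium: CSMM-D glucose medium, restrictive. Reagent: nicotinamide, 1.5 mM, co-present with compound. Compound: 10 µM single point, 0.25% DMSO. Schedule: culture preincubation 4 h, compound exposure 48 h, both 30 °C. Detection: absorbance at 615 nm.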
HCT116 PTEN-null – PTEN-deleted cell growth suppression. viability, % at 10 µM. AID 827. HCT116 PTEN-null viability, CellTiter-Glo, 60 h; stronger effect = lower value. 140,000 tested, 1.2% active;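 active = viability at or below a set limit, 4 SD under the median of all tested compounds, cut at about 3.7% in these data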;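 also: PTEN knockout HCT116 line with beta catenin targeted HCT116 as companion control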
bCat KO growth – beta-catenin-lacking colon tumor cell growth suppression; HCT116 beta-catenin knockout viability, CellTiter-Glo, 60 h; stronger effect = lower value; viability, % at 10 µM; 140,000 tested, 1.5% active;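 active = viability at or under a set limit, the compound median less 4 SD, cut at about 6% in these data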;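 also: 0% = Hyamine 1622 control at 20 µM and 100% = untreated cell control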
GALR2 antag – GALR2 (human) receptor antagonism; GALR2-expressing cells, antagonist mode; inhibition, % at 4 µM; 140,000 tested, 0.39% active; in the data active = inhibition above about 27%;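 also: cells stimulated with galanin 1-16 at roughly its EC80; 0% = agonist challenge control and 100% = basal control without agonist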
Target sequence (O43603 whole entry, looked up): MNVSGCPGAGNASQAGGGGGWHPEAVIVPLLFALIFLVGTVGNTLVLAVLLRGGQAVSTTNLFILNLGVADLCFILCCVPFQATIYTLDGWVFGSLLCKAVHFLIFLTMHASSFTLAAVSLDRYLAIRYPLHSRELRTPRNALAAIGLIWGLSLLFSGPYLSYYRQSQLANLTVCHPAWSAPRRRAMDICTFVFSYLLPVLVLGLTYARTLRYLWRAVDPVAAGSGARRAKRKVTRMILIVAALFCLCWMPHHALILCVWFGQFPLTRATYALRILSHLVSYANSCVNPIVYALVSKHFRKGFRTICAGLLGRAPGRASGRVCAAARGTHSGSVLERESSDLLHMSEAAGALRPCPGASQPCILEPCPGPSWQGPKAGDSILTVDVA
The depositor's hits bear a star; ? = inconclusive; · = no result given.

SMILES | E-sel TNF inh | BB579 growth dn | Measles CPE | MRP-1 activ | Phagocyt inh | NPY Y2 blocker | Yeast lifespan up | HCT116 PTEN-null | bCat KO growth | GALR2 antag
CCCOc1ccc(NC(=O)c2c(-c3ccccc3)noc2C)cc1 | · | -7 | 9 | 0.3 | 0 | 2 | -1 | 89 | 83 | -3
CCN1CC=C2C(C#N)=C(N)C(C#N)(C#N)C(c3cc(Cl)ccc3Cl)C2C1 (centres undefined) | 4 | -58 | 19 | -3.4 | -1 | 0 | -13 | 73 | 89 | 0
Cc1ccc(NC(=O)C/C(N)=N/O)cc1C | -39 | -8 | 3 | -3.2 | 0 | 7 | -19 | 88 | 101 | -9
CC(C(=O)N1CCN(c2ccc(Cl)cc2)CC1)c1ncc(C(F)(F)F)cc1Cl (centres undefined) | -29 | 12 | 9 | -2.6 | · | 5 | 1 | 57 | 47 | -6
CN1CC(=O)N(CC(=O)NCc2ccc3c(c2)OCO3)C1=O | -8 | -19 | 19 | 0.9 | -2 | -2 | -11 | 102 | 109 | -6
CCn1nc(C(=O)OC(C(=O)c2c[nH]c3ccccc23)c2ccccc2)c2ccccc2c1=O (centres undefined) | -10 | -40 | 18 | -2.2 | 0 | -1 | -9 | 86 | 89 | -14
CCC(C)NC(=O)CSc1nc2n[nH]c(C)c2c(=N)n1-c1ccc(OC)cc1 (centres undefined) | · | -50 | 19 | -3.5 | 4 | 4 | -6 | 94 | 93 | 0
Cc1nn(-c2cccc(Cl)c2)c(Cl)c1/C=N/NC(=O)c1cccs1 | · | -14 | 5 | -5.9 | -4 | 4 | -3 | 9 | 10 | -3
CCN(CC)CCCN1C(=O)CSC1c1ccc2c(c1)OCO2 (centres undefined) | 7 | -21 | 6 | -2.3 | 0 | 4 | -12 | 93 | 90 | 3
CC(C)Oc1cccc(-c2cc(C(=O)N3CCN(S(C)(=O)=O)CC3)c3ccccc3n2)c1 | -1 | -9 | 1 | -3.1 | 0 | -1 | -4 | 78 | 88 | 6
CCCCNC(=O)C12CCC(C)(C(=O)C1Br)C2(C)C (centres undefined) | · | -33 | 5 | 1.8 | 0 | 3 | 7 | 99 | 95 | 6
CC(=O)c1ccc(NC(=O)C2CCN(S(=O)(=O)c3cccc4cccnc34)CC2)cc1 | · | -15 | 4 | -1.5 | 0 | 5 | -5 | 98 | 90 | -5
Cc1ccc(C)c(OCCCCn2ccnc2)c1 | -10 | -31 | 37 | -2.2 | · | 4 | 2 | 88 | 86 | -8
C=CCn1c(SC(C)CC)nc(O)cc1=O (centres undefined) | -19 | 9 | 3 | -0.3 | 0 | 6 | 3 | 96 | 92 | -21
COc1ccc(C)cc1-n1nnnc1SCc1csc(C)n1 | 37 | -60 | 7 | -1.1 | 0 | 3 | -4 | 104 | 94 | -2
CN(Cc1cnn(C)c1)C(=O)c1sc2cccc(Cl)c2c1Cl | 10 | -8 | 3 | -0.6 | · | 2 | -7 | 93 | 91 | -4
O=C(C1CC1)N1CCc2cc(Br)cc(S(=O)(=O)NCc3ccccn3)c21 | -67 | -24 | 31 | -0.9 | -2 | 4 | -3 | 111 | 88 | 9
O=S(=O)(c1ccccc1)N1CCN(CC(O)COc2ccc3c(c2)CCC3)CC1 (centres undefined) | ? | -37 | 31* | -0.3 | -1 | 6 | -11 | 71 | 75 | -12
CCOc1ccc(NS(=O)(=O)c2cc(NC(=O)CCS(=O)(=O)c3ccc(C)cc3)ccc2OC)cc1 | · | -41 | 4 | -1.4 | · | 1 | 6 | 59 | 64 | 4
Cc1cc(C=O)c(C)n1-c1ccc(N2CCCCC2)c([N+](=O)[O-])c1 | -2 | -3 | 4 | 2.6 | · | 3 | 1 | 22 | 9 | 0
O=C(CS(=O)(=O)c1c[nH]c2ccccc12)N1CCCc2ccccc21 | -6 | -21 | 0 | -3.2 | 0 | 2 | -7 | 95 | 84 | 2
O=S(=O)(c1ccc(C2CCCCC2)cc1)N1CCN(c2ncccn2)CC1 | · | -1 | 9 | -2.6 | -3 | 6 | -5 | 67 | 65 | -2
Cc1cccc(-c2nc(C#N)c(NC3CCCCC3)o2)c1 | · | -24 | 43* | 1.1 | 0 | 4 | -8 | 82 | 88 | 19
COc1ccccc1/C=C(/C(=O)OCC(=O)NCc1ccccc1)c1ccccc1 | · | -36 | 3 | -1.2 | -3 | 12 | 4 | 86 | 81 | -2
CCn1ncc(/C=N\NC(=O)c2ccc3c(c2)c(C)c(C)n3Cc2ccccc2)c1C | -5 | -49 | 21 | -0.4 | 0 | 1 | 6 | 80 | 69 | -7
COC(=O)CSc1cc(C)nc(NC(C)=O)n1 | 7 | -57 | 3 | -0.3 | -1 | 1 | -3 | 102 | 91 | -7
Cc1cc(NC(=O)CSc2nc(C(C)C)nc3sc4c(c23)CCC(C)C4)no1 (centres undefined) | 4 | -3 | 4 | -5.9 | · | 1 | · | 72 | 67 | -1
Cc1ccc(C)c(NS(=O)(=O)c2ccc3c(c2)Cc2cc(S(=O)(=O)Nc4cc(C)ccc4C)ccc2-3)c1 | · | -31 | 12 | -4.6 | -9 | 0 | 3 | 6 | 15 | -5
Cc1nn(C)c(C(=O)NNC(=S)Nc2ccc(F)cc2)c1[N+](=O)[O-] | -7 | -57 | 5 | -0.5 | -1 | 3 | -6 | 105 | 97 | -4
CCN(CC)S(=O)(=O)c1ccc(-c2nnc(SCc3nnc(-c4ccc(C)cc4)o3)o2)cc1 | -10 | -69 | 30 | -0.3 | 0 | 4 | 8 | 79 | 76 | -2
CCOC(=O)C1=C(C)NC(=O)NC1c1cccc(OC)c1OCc1ccccc1Cl (centres undefined) | -21 | -45 | 16 | -0.1 | 0 | 1 | -4 | 27 | 45 | 2
CCN(C(=S)Nc1cccc(C)c1)c1ccccc1 | · | -9 | 22 | -2.6 | -5 | 0 | 2 | 101 | 89 | 8
Cc1nnc(N2CCN(c3ccccc3)CC2)[nH]c1=O | 5 | -20 | 5 | -3.4 | -1 | 2 | 12 | 90 | 97 | -2
O=C(Nc1ccc2c(c1)OCCO2)C1CCCN(S(=O)(=O)c2cnc[nH]2)C1 (centres undefined) | · | -82 | 11 | -0.9 | -1 | 4 | -2 | 90 | 88 | -3
COCCN1C(=O)c2cc(C(=O)Nc3cccc(F)c3)ccc2C1Nc1cccc(F)c1 (centres undefined) | -5 | -23 | 7 | -3.2 | · | 2 | 8 | 86 | 92 | -2
C/C(=N\NC(N)=O)c1cccc(Cl)c1 | · | 24 | 13 | 0.7 | -5 | -2 | -3 | 99 | 100 | -7

9 neighbouring entries already listed:
SMILES | E-sel TNF inh | BB579 growth dn | Measles CPE | MRP-1 activ | Phagocyt inh | NPY Y2 blocker | Yeast lifespan up | HCT116 PTEN-null | bCat KO growth | GALR2 antag
CCCCNC(=O)C12CCC(C)(C(=O)C1Br)C2(C)C (centres undefined) | · | -33 | 5 | 1.8 | 0 | 3 | 7 | 99 | 95 | 6
CC(=O)c1ccc(NC(=O)C2CCN(S(=O)(=O)c3cccc4cccnc34)CC2)cc1 | · | -15 | 4 | -1.5 | 0 | 5 | -5 | 98 | 90 | -5
Cc1ccc(C)c(OCCCCn2ccnc2)c1 | -10 | -31 | 37 | -2.2 | · | 4 | 2 | 88 | 86 | -8
C=CCn1c(SC(C)CC)nc(O)cc1=O (centres undefined) | -19 | 9 | 3 | -0.3 | 0 | 6 | 3 | 96 | 92 | -21
COc1ccc(C)cc1-n1nnnc1SCc1csc(C)n1 | 37 | -60 | 7 | -1.1 | 0 | 3 | -4 | 104 | 94 | -2
CN(Cc1cnn(C)c1)C(=O)c1sc2cccc(Cl)c2c1Cl | 10 | -8 | 3 | -0.6 | · | 2 | -7 | 93 | 91 | -4
O=C(C1CC1)N1CCc2cc(Br)cc(S(=O)(=O)NCc3ccccn3)c21 | -67 | -24 | 31 | -0.9 | -2 | 4 | -3 | 111 | 88 | 9
O=S(=O)(c1ccccc1)N1CCN(CC(O)COc2ccc3c(c2)CCC3)CC1 (centres undefined) | ? | -37 | 31* | -0.3 | -1 | 6 | -11 | 71 | 75 | -12
CCOc1ccc(NS(=O)(=O)c2cc(NC(=O)CCS(=O)(=O)c3ccc(C)cc3)ccc2OC)cc1 | · | -41 | 4 | -1.4 | · | 1 | 6 | 59 | 64 | 4

(more compounds)
SMILES | E-sel TNF inh | BB579 growth dn | Measles CPE | MRP-1 activ | Phagocyt inh | NPY Y2 blocker | Yeast lifespan up | HCT116 PTEN-null | bCat KO growth | GALR2 antag
Cc1ccc([N+](=O)[O-])cc1NC(=S)NC(=O)CC(C)(C)C | -35 | -46 | 6 | -5.7 | -1 | 0 | -7 | 93 | 92 | 8
Cc1cc(-c2nc3c4c5c(sc4[nH]c(=O)n3n2)CCC5)c(C)o1 | -43 | -44 | 12 | -1.5 | 0 | -1 | -20 | 86 | 88 | 2
COc1ccc(CCNC(=O)c2sc3cc(C)ccc3c2Cl)cc1 | -2 | -30 | 5 | -0.7 | 0 | 13 | -4 | 102 | 116 | -3
O=c1[nH]c2ccccc2nc1NCCN1CCOCC1 | -1 | -23 | 7 | -1.6 | 0 | 1 | -8 | 86 | 97 | -15
CCOC(=O)C1=C(C)Nc2ncnn2C1c1cccnc1 (centres undefined) | 22 | -31 | 4 | 177* | · | 0 | -16 | 95 | 95 | 2
C=CCn1c(SCC(=O)N2CC(=O)Nc3ccccc32)nc2scc(-c3cccs3)c2c1=O | · | -40 | 81* | -1.9 | 0 | 3 | -1 | 48 | 58 | -7
CC1(C)C=C(c2ccc(C(=O)O)s2)CC(C)(C)N1 | · | -16 | 2 | 0.9 | -5 | -1 | 2 | 97 | 96 | -2
Cc1cccc(CN(CC(=O)N/N=C/c2ccco2)S(=O)(=O)c2ccc(Cl)cc2)c1 | -9 | -24 | 1 | -1.4 | 2 | 7 | 2 | 90 | 103 | -16
OCCN1CCN(CC(O)COc2ccc(-c3ccccc3)cc2)CC1 (centres undefined) | · | -23 | 6 | -4.2 | -3 | 5 | -26 | 68 | 78 | -16
Cc1c(C(=O)NNS(=O)(=O)c2ccccc2)sc(=S)n1C | · | -38 | 6 | 0.6 | -7 | 4 | 1 | 101 | 91 | 2
O=C(O)CSc1ncnc2sc3c(c12)CCC3 | 27 | -23 | 19 | -2.7 | · | 7 | -28 | 97 | 96 | 7
CCCCNCCCOc1cc(Cl)ccc1Cl | -23 | -9 | 10 | -1.8 | 0 | 7 | 6 | 88 | 86 | -12
Cc1nc2c(sc3nc4c(cc32)COC(C)(C)C4)c(=O)n1CC(=O)NCc1ccco1 | 18 | -38 | 7 | -0.3 | · | 4 | -3 | 11 | 7 | 0
COc1ccc(C(=O)N2CCN(C3CCCCC3)CC2)c(OC)c1 | -12 | -30 | 9 | -1.5 | -2 | 2 | 9 | 86 | 97 | 2
